TRPM1 prom inh – MITF TRPM1 promoter inhibition in SK-MEL-5 cells | SK-MEL-5 TRPM1 promoter luciferase, 24 h | inhibition, % at 12.5 µM | 330,000 tested, 0.83% active;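 active means mean inhibition across replicates of 60% or more, whatever share of single replicates reaches that level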; further: values of inactives mirror those of a sister screen read the other way
Cardio protect – protects H9c2 cardiomyocytes from peroxide injury; H2O2 injury protection, ATPLite, 2 h; protection from H2O2 cell death, % at 20 µM; 360,000 tested, 0.63% active; AID 588492;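 active means compounds giving at least 50% protection of heart cells from peroxide-induced death in the single-dose screen, raw or plate-pattern-corrected value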;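 further: 0% = DMSO wells with peroxide and 100% = DMSO wells without peroxide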
PDI inh – inhibitors of human protein disulfide isomerase; 350,000 tested, 0.052% active; PDI insulin aggregation turbidity, A650, 90 min; P07237; inhibition, % at 10 µM;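 active means mean inhibition across replicates of 30% or more, whatever share of single replicates reach that level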;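 further: absorbance from insulin aggregation driven by PDI reduction with DTT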
Target sequence (P07237 whole entry, looked up): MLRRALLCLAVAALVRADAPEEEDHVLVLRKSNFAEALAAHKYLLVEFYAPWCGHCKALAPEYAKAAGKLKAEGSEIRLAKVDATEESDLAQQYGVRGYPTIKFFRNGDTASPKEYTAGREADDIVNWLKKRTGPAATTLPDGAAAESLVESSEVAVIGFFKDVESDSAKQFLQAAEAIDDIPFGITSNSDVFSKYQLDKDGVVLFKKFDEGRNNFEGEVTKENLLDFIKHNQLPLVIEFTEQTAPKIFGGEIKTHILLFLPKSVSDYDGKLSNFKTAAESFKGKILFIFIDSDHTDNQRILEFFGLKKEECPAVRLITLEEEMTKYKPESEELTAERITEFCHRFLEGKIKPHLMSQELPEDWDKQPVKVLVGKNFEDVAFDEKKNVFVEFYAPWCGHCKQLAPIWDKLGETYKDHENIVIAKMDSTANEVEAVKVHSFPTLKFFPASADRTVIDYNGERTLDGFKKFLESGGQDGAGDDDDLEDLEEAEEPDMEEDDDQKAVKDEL
hiPSC survival – hiPSC single-cell survival enhancement. ATPlite luminescence; 100% = ROCK inhibitor wells, 0% = DMSO. survival enhancement, % at 20 µM. 360,000 tested, 0.044% active; in the data active means survival enhancement above about 18%;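 further: cells exposed to compounds for 16 hours before the ATP read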
HIF-2a inh – blocks HIF-2a reporter activity; 786-0 RCC cells HIF-2a reporter, luciferase luminescence, overnight; inhibition, % at 18.8 µM; 360,000 tested, 0.72% active;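 active means inhibition of the luminescence signal of 40% or more relative to plate controls, in a single-dose primary screen at 18.75 µM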
Shn3 inh set2 – reduces Shn3 3'UTR luciferase signal in osteoblasts | Clone20 osteoblast Shn3 3'UTR firefly luciferase, 24 h | inhibition, % at 12.5 µM | 360,000 tested, 0.52% active | AID 588674;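 active means mean inhibition of at least 75% with every replicate also reaching 75%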;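 further: 0% = median of neutral control wells and 100% = pilot-screen positive control compound; some compounds past the cut are filed as inactive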
NR2E3 ag-1 – agonists of human nuclear receptor NR2E3; Q9Y5X4; GST-NR2E3/biotin-RetCOR TR-FRET, 1536-well; inhibition of corepressor binding, % at 4.78 µM; 320,000 tested, 0.12% active; AID 2300;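 active means percent inhibition above the cutoff of mean plus 3 SD of all tested compounds, set per screening campaign, cut at about 20% in these data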;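 further: 0% = DMSO wells and 100% = biotin wells as full block of FRET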
Target sequence (Q9Y5X4 whole entry, looked up): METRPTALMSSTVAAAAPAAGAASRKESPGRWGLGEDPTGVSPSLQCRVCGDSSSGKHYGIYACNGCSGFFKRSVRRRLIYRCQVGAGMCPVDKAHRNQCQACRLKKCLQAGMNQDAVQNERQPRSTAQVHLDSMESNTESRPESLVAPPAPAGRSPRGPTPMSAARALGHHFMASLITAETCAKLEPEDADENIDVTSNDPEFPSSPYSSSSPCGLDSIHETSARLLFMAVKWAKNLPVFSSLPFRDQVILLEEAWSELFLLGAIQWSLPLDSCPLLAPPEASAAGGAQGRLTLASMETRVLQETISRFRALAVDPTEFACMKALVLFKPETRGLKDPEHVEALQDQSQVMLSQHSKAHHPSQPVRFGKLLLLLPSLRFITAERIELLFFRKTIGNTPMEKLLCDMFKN
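System: GST-tagged NR2E3 plus biotinylated RetCOR corepressor; Amount: 1.35 nM GST-tagged NR2E3 final; Dosing: single nominal compound dose of 4.8 µM; Schedule: 5 h incubation at 4 °C; Technique: TR-FRET with europium anti-GST and streptavidin-D2, 340 nm excitation; Controls: biotin wells as high control, 0.6% DMSO wells as low control.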
CaV13 FRET inh – Primary screen for inhibitors of IQ motif and Ca2+-dependent inactivation inhibitor domain binding in CACNA1D, Förster resonance energy transfer in living cells, …. HEK cells, CFP/YFP FRET ICDI-IQ, plate reader, 10 min; percent FRET-ratio fall versus neutral wells. inhibition, % at 12.3 µM. 340,000 tested, 0.098% active;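 active means mean replicate inhibition of at least 30% and at least 1% of replicates passing that level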;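 further: 0% = median of the neutral control wells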
Peg3 promoter – inhibitors of Peg3 promoter | inhibition, % at 20 µM | HeLa PEG-Prom luciferase reporter, luminescence, overnight | 360,000 tested, 1.7% active | AID 588405;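 active means inhibition of at least 50% at 20 µM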
HTR2A ag – activates the mouse 5-HT2A serotonin receptor. activation, % at 7.6 µM. CHO-K1 mHTR2A beta-arrestin complementation, luminescence; percent of 30 µM serotonin response. P35363. AID 624169. 360,000 tested, 0.66% active;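 active means activation above a run cutoff, the mean activation of all tested compounds plus 3 SD, cut at about 14% in these data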;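 further: 0% = plate median of compound wells and 100% = 30 µM serotonin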
NR2E3 ag-2 – agonists of human NR2E3 nuclear receptor; Q9Y5X4; CHO-S Gal4-NCOR/VP16-NR2E3 two-hybrid, luciferase; inhibition of corepressor binding, % at 3.98 µM; 360,000 tested, 0.35% active; AID 602229;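 active means inhibition above the mean of all tested compounds plus 3 SD, cut at about 70% in these data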;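 further: 0% = DMSO with NR2E3 transfected cells and 100% = cells lacking NR2E3 construct; higher means lower luciferase signal from less NR2E3 corepressor binding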
* hit, by the source's call; / = not tested or not shown.

SMILES	TRPM1 prom inh	Cardio protect	PDI inh	hiPSC survival	HIF-2a inh	Shn3 inh set2	NR2E3 ag-1	CaV13 FRET inh	Peg3 promoter	HTR2A ag	NR2E3 ag-2
CCOc1ccc2oc(C(=O)N(CC)CC(=O)Nc3c(F)cccc3F)c(C)c2c1	3	0	-66	-0.1	-10	-4	0	-7	-4	3	-43
O=C(O)c1cc([N+](=O)[O-])ccc1N1CCC(Cc2ccccc2)CC1	-9	19	8	-0.8	15	-9	3	-15	24	2	5
CCCCc1c(C)nc2cc(-c3ccco3)[nH]n2c1=O	1	-5	11	-0.1	-134	-9	7	-4	-99	11	-32
CCCOc1ccc(CNC(=O)Cc2cccs2)cc1	-69	-2	-8	-0.6	-156	-33	4	-18	-168	2	-90
Cc1cc(Nc2ccccc2C(=O)O)nc2nc3ccccc3c(=O)n12	11	81*	-2	-0.4	2	10	-1	-4	7	3	-8
CN(c1ccccc1C(N)=O)S(=O)(=O)c1ccccc1	2	5	6	-2.4	15	2	3	0	10	1	8
COc1ccc(S(=O)(=O)N2CCN(CC(=O)c3[nH]c(C)c(C(C)=O)c3C)CC2)cc1OC	2	-7	-1	-2.4	10	6	2	-4	5	8	5
C/C(=N/Oc1nc(C)cc(C)n1)c1ccc(F)cc1	-41	-6	0	1.0	-168	-41	0	-5	-108	-2	-105
COc1cc(-c2cc3nc(NCCc4ccncc4)ccn3n2)cc(OC)c1OC	/	16	16	17	-74	-3	/	-11	-28	1	-12
Cc1ccc(-n2nc(C)c3c(C)c(CCC(=O)O)c(C)nc32)cc1	17	3	3	0.9	31	-17	2	-20	15	7	-13
N#Cc1c(N2CCOCC2)nsc1-c1ccccc1	-22	2	1	-0.3	-232	-57	2	-5	-89	3	-15
C=C1CSc2nc(=O)c3c(C)c(C)sc3n21	-6	-4	6	-2.7	4	7	/	/	33	13	-9
COc1ccc(NC(=O)C2(C)Cc3c(-c4ccc(N(C)C)cc4)ccnc3O2)cc1OC (stereo not drawn)	/	6	12	8.6	8	-20	/	-6	18	-4	5
CC(=O)c1cc(C#N)c(N(C)Cc2ccccc2)nc1C	-4	-7	-4	-1.5	-16	8	0	-7	8	3	0
N#C/C(=C\c1cn(Cc2ccccc2F)c2ccccc12)C(=O)NCc1ccco1	4	-11	3	0.4	21	10	-1	-6	10	-3	-2
COc1ccccc1CCNC(=O)C(=O)NCC1OCCN1S(=O)(=O)c1cc(F)ccc1F (stereo not drawn)	/	-2	/	0.1	6	-6	0	-3	8	-1	-11
O=C(Cn1ncn2nc(-c3ccccc3)cc2c1=O)NCc1ccccn1	4	-4	-5	0.5	-52	0	0	-4	-67	2	12
Cc1ccc(C(c2nnnn2C2CCCC2)N2CCN(c3nc4ccccc4s3)CC2)cc1 (stereo not drawn)	6	0	1	2.2	-45	6	2	/	21	12	-13
COc1cc(C(=O)NNC(=O)CCOc2ccccc2)cc(OC)c1OC	-6	4	1	2.7	4	-6	/	-11	-2	4	16
Cc1sc2ncnc(SCC(=O)NC3CCCC3)c2c1C	7	1	-5	-0.7	-17	0	3	-4	-3	-1	6
CCC(CC)Nc1ccc(C(CC(N)=O)NC(=O)Cc2ccc(Br)cc2)cc1[N+](=O)[O-] (stereo not drawn)	-41	-4	-4	0.5	-12	6	5	-5	8	-4	-22
Cc1cc(NC(=O)CN2CCCCC2C)no1 (stereo not drawn)	-12	19	30	-1.3	10	-21	-3	-5	8	5	-26
O=S(=O)(c1cccc(C(F)(F)F)c1)N1CCC(O)(c2cccnc2)CC1	-6	-6	-4	2.6	14	8	4	/	16	-1	-2
Cn1c(SCC(=O)NC2CCCCC2)nnc1-c1ccccn1	0	-1	-5	0.5	5	-13	4	/	-3	6	-31
CC(=O)N(CN1C(=O)c2ccccc2C1=O)c1cccc(C)c1	2	4	-5	-2.2	13	1	2	-4	-10	-3	5

Sorted by the number under PDI inh (falling): four from the list above.
| Compound | PDI inh |
| --- | --- |
| CN(c1ccccc1C(N)=O)S(=O)(=O)c1ccccc1 | 6 |
| Cc1ccc(-n2nc(C)c3c(C)c(CCC(=O)O)c(C)nc32)cc1 | 3 |
| Cc1sc2ncnc(SCC(=O)NC3CCCC3)c2c1C | -5 |
| CCOc1ccc2oc(C(=O)N(CC)CC(=O)Nc3c(F)cccc3F)c(C)c2c1 | -66 |

(continued)
SMILES	TRPM1 prom inh	Cardio protect	PDI inh	hiPSC survival	HIF-2a inh	Shn3 inh set2	NR2E3 ag-1	CaV13 FRET inh	Peg3 promoter	HTR2A ag	NR2E3 ag-2
CC(C)CNC(=O)C1(C)CCCCCN1C(=O)c1csnn1 (stereo not drawn)	/	5	-6	-2.7	11	16	/	-4	6	2	-24
COc1cccc(N(C(=O)Cn2nnc(-c3cccs3)n2)C(C(=O)NC2CCCCC2)c2ccncc2)c1 (stereo not drawn)	8	-2	-1	-0.7	4	-5	-5	-3	8	1	-3
O=C(O)CCCC(=O)Nc1ccc(-n2ccc(C(F)(F)F)n2)cc1	-4	1	-13	-0.4	6	-6	-4	-20	0	6	-29
CCC(C)NC(=O)CCC(=O)NNc1nc2ccccc2c2nc(C)nn12 (stereo not drawn)	-3	4	-5	-0.9	9	-1	2	-3	7	-1	-28
Clc1ccc(-c2nnc(C3CCCCC3)o2)cc1	-36	-10	-9	-2.6	-229	-18	1	-4	-201	1	-13
CCN(CC(=O)Nc1ccc(NC(C)=O)cc1)C(=O)CSCc1c(C)noc1C	6	2	-2	-0.2	2	-34	0	-7	14	-6	-3
COc1ccc(OC)c(C(c2nnnn2C(C)(C)C)N2CCc3ccccc3C2)c1 (stereo not drawn)	2	-23	-3	2.1	30	19	-7	/	40	2	6
CCN1CCN(CCCNC(=O)CS(=O)(=O)Cc2nc(-c3ccccc3C)oc2C)CC1	-4	-5	-3	-0.5	8	-21	-1	-7	-12	-2	12
CC(Nc1nc(-c2ccc(F)cc2)cs1)c1nc2cc(Cl)c(N3CCCCC3)cc2n1CCOCCO (stereo not drawn)	-12	-4	1	0.8	-12	15	0	-11	17	1	4
CCC(C)c1ccc(O)c(N)c1 (stereo not drawn)	2	2	-9	1.0	3	-8	-2	-8	-12	12	-1
COc1ccccc1CC(=O)NNS(=O)(=O)c1ccc([N+](=O)[O-])cc1	9	0	3	-0.3	11	14	0	5	-46	-3	3
Cc1ccc(S(=O)(=O)c2nc(S(C)(=O)=O)sc2N2CCOCC2)cc1	29	-2	0	-0.3	18	7	1	-2	8	5	-6
Cc1ccc(C(=O)Nc2cccc(C(O)c3ccccc3)c2)cc1 (stereo not drawn)	-18	-5	4	-0.4	-119	-8	0	-5	-65	-2	40
CC(C)C(c1nnnn1Cc1ccccc1)N(CCCO)Cc1cc2cc3c(cc2[nH]c1=O)OCO3 (stereo not drawn)	15	26	-20	6.4	18	9	4	-4	-17	3	-1
Cc1ccc(CNc2cc(C(=O)O)ccc2C)s1	-1	3	7	0.3	11	4	-1	-3	0	-9	-25
Cc1cc(C)n(CCC(=O)N/N=C/c2ccc(O)cc2)n1	-15	8	1	0.6	8	2	-4	-7	1	-3	-14
c1ccc(C2=NNC(=NCc3ccc4c(c3)OCO4)SC2)cc1	-35	6	-3	0.4	-110	-18	2	-8	-176	-4	-21
COc1ccc(S(=O)(=O)N2CC(C(=O)O)Oc3ccc(Cl)cc32)cc1 (stereo not drawn)	-5	1	2	-0.4	27	-14	4	-4	6	-1	-13
CN1/C(=C/C(=O)CSc2ccccc2C(=O)O)C(C)(C)c2ccccc21	1	-7	1	-0.3	0	/	3	-5	-2	5	-12
CN(Cc1cc(Cl)cc(Cl)c1)[C@H]1C[C@H]2c3[nH]c4ccccc4c3CCN2C(=O)[C@H]1CO	/	-7	8	-1.4	12	-9	/	-5	24	-1	-20
O=C(O)c1ccc(-c2nnc(-c3ccccc3)o2)cc1	1	-2	-1	0.3	-74	-6	3	-16	-36	5	-93
O=C(NCC1CCOCC1)c1cccc2c(-c3cccnc3)coc12	/	10	-41	-0.4	9	8	/	-11	12	-1	20
Cc1c(N2C(=O)CSC23C(=O)Nc2ccccc23)c(=O)n(-c2ccccc2)n1C (stereo not drawn)	12	8	1	0.7	6	-6	-1	-7	14	6	-26
CCOc1ccc(Cc2n[nH]c(=S)n2Cc2ccccc2)cc1	-1	-3	1	-2.8	10	-9	0	-5	15	-4	-3
C/C(=C\C(=O)N1CCc2ccccc21)C(=O)O	-6	-1	-2	6.0	17	-3	-1	-4	15	-6	-12

(continued)
SMILES	TRPM1 prom inh	Cardio protect	PDI inh	hiPSC survival	HIF-2a inh	Shn3 inh set2	NR2E3 ag-1	CaV13 FRET inh	Peg3 promoter	HTR2A ag	NR2E3 ag-2
Cc1cc([N+](=O)[O-])nn1CC(=O)N(C)Cc1ccccc1	-18	3	-4	-0.4	8	-6	-4	-5	0	5	-19
Cc1noc(C)c1C(=O)Nc1nc2ccc(S(C)(=O)=O)cc2s1	-22	-12	6	-0.6	-152	-34	3	-6	-116	-5	-52
O=C(NC(=S)Nc1cccnc1)c1ccccc1	-36	-1	-6	-0.5	-166	-65	-4	-3	-186	-16	-19
Fc1ccc(N2CN(Cc3cccnc3)CNC2=S)cc1	/	1	1	-0.2	-20	/	1	-4	1	12	-16
Cc1ccc(NS(=O)(=O)c2cc(C(=O)OCC(=O)NCC3CCCO3)ccc2C)cc1 (stereo not drawn)	-8	-3	-3	0.0	13	-33	-1	-2	15	3	-10
CCc1nc2ccc(C(=O)N(C)CCN(C)C)cn2c1N(C)CCC(C)C	/	6	0	-0.8	5	-2	/	-5	-12	0	-2
CCc1nc2ccc(C(=O)NCc3ccc(OC)cc3)cn2c1N(C)C(=O)Cc1ccccc1	/	0	9	-0.8	-3	-15	/	-12	6	0	-31
CS(=O)(=O)Cc1ccc(C(=O)N2CCN(C(=O)c3cccs3)CC2)cc1	/	2	-4	-0.4	13	6	/	-5	8	0	10
O=c1ccc(Cc2ccc(Cl)cc2)n[nH]1	2	1	16	-1.2	24	1	1	-7	-2	1	20
CC(Oc1ccc(F)cc1)C(O)CCN(C)C (stereo not drawn)	3	-4	-1	-2.0	15	4	-6	4	22	-1	6
O=C(NC1CC1)C1=C[C@@H](c2ccc(C(F)(F)F)cc2)C[C@@H](OCc2ccc(CO)cc2)O1	4	-2	-8	-1.9	-9	-1	0	-5	9	-7	0
CCCS(=O)(=O)N1CCC(Cc2ccc(OC)cc2)(C(=O)OCC)CC1	-3	-6	-2	4.0	-58	17	-1	-6	-41	1	-6
CCOC(=O)c1c(-c2ccc(OC)cc2)nc2nonc2c1N	1	9	-10	-1.9	19	-4	4	-3	19	-2	-24
CCN(Cc1cc2ccccc2[nH]c1=O)S(=O)(=O)c1ccc(OC)cc1	-6	6	-3	-0.4	-1	-1	0	-7	13	-5	-12
Cc1ccc(S(=O)(=O)NC(=O)N2CCN(Cc3c(F)cccc3Cl)CC2)cc1	3	5	-1	-0.9	11	19	1	-15	16	1	-23
